Compound activity from PubChem.
BAP1 inh: inhibitors of BAP1 deubiquitinase, primary screen, biochemical, Ub-AMC fluorescence, kinetic; recombinant BAP1, Ub-AMC hydrolysis fluorescence kinetic; active compounds read low; actives 0.48% (n = 72,000); AID 436, 2006; Ubiquitin carboxyl-terminal hydrolase BAP1 (Homo sapiens), Q92560; activity remaining (% of control), % at 20 µM;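 active = activity remaining at or below 50% of control, provided the compound also passes the data quality filters; inactive = the rest, including low values that fail the filters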;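 note: 100% = DMSO wells rate and 0% = substrate alone blank rate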
Target sequence (Q92560 whole entry, looked up): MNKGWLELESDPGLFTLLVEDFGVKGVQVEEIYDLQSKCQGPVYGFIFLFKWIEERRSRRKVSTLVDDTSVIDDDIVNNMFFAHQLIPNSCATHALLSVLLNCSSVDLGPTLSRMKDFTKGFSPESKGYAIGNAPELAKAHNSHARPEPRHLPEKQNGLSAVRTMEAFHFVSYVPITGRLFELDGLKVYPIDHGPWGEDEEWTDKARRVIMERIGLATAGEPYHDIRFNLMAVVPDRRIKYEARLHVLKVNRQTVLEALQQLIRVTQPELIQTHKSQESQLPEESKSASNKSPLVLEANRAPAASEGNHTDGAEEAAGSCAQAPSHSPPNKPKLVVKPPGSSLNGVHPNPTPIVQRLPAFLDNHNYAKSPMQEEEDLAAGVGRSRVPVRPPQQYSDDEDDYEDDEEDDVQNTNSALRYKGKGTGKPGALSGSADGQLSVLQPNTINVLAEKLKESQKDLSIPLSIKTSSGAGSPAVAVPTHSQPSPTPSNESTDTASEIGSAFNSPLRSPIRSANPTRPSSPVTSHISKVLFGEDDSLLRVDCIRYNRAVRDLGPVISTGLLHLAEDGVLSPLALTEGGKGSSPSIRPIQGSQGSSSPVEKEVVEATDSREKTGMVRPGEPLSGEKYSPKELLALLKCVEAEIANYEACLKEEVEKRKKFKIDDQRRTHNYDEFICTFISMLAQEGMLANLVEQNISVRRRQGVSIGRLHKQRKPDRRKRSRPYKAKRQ
HePTP inhibitor: inhibitors of human HePTP phosphatase, primary screen, biochemical, absorbance, leukemia target | recombinant HePTP phosphatase activity, OD absorbance | inhibition, % at 20 µM | actives 0.64% (n = 110,000); in the data active = inhibition above about 50%;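 note: plate controls were vehicle for no effect and reference inhibitor for full effect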
Target sequence (P35236 whole entry, looked up): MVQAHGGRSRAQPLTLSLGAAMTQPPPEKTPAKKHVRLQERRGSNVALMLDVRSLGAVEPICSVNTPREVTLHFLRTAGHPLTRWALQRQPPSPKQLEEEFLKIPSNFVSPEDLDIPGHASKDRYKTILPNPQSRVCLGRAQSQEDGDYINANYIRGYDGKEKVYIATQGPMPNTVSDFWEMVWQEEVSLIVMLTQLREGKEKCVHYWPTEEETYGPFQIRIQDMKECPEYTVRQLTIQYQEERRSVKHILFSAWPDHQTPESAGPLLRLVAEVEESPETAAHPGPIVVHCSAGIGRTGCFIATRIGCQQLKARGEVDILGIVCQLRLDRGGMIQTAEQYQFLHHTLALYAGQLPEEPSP
Active calls of the source: *; · = no result given; & = joins results of further samples.

Values run as follows: BAP1 inh, HePTP inhibitor
Nc1ncc(Br)cc1S(=O)(=O)NCCC(=O)N1CCN(c2ncccn2)CC1
 : 86.8, 1.4
COc1cccc(C2NC(C)(C(=O)O)C3C(=O)N(C(C)C)C(=O)C23)c1O (stereo not drawn)
 : 91.7, 4.5
c1cnc2c(OCc3nc4ccccc4[nH]3)cccc2c1
 : 82.1, 14.3
COc1cc(/C=C2\SC(=S)N(NC(=O)c3ccncc3)C2=O)ccc1OCc1ccccc1Cl
 : ·, 8.1
O=c1ccc(-c2nc3ccccc3[nH]2)n[nH]1
 : ·, -5.7
CC(C)CNS(=O)(=O)c1ccc(CCC(=O)NCC2CCCO2)cc1 (stereo not drawn)
 : 123.2, 3.6
CCOC(=O)C1=C(CNC2CCCCC2)NC(=O)NC1c1cc(C)ccc1C (stereo not drawn)
 : 126.6, 4.9
O=C1Nc2ccccc2C12OCC(COc1ccc(Cl)cc1)O2 (stereo not drawn)
 : 81.2, -0.9
O=C(NCc1ccco1)c1c(Cl)cccc1Cl
 : ·, 7.2
COCCCNc1nc2c(c(=O)[nH]c(=O)n2C)n1CC(O)COc1ccccc1C (stereo not drawn)
 : 96.7, -9.5
COC(=O)c1ccc(Oc2cc(C)nc(-n3nc(C)cc3C)n2)cc1
 : 101.9, 1.5&5.2
Cc1cc(NC(=O)c2ccc(COc3ccc(Cl)c(C)c3)o2)no1
 : 39.8*, 14.9
CC1(C)CC(N(Cc2cccs2)C(=O)c2ccco2)CCO1 (stereo not drawn)
 : 124.9, -5.4
Cc1ccc(S(=O)(=O)OCP(=O)(c2ccccc2)c2ccccc2)cc1
 : ·, 5.7
CCC1CCCCN1CCCNC(=O)C1CCC(=O)N1Cc1ccc(C)cc1 (stereo not drawn)
 : 102.2, 8.8
CCN(CC)C(=O)C1CCCN(Cc2ccc(OC)c(C)c2)C1 (stereo not drawn)
 : 92.1, -5.7
CCCCS(=O)CC(COCc1ccccc1)OC(=O)CSc1nc(C)cc(C)n1 (stereo not drawn)
 : 92.2, 6.6
CC(=O)CSc1ncnc2nc[nH]c12
 : 99.6, -0.9
CCOc1ccc(N(CC(=O)Nc2ccc(C)c(C)c2)S(C)(=O)=O)cc1
 : ·, 4.5
O=C(c1ccccc1F)N1CCN(CC2CC3C=CC2C3)CC1 (stereo not drawn)
 : 94.7, 1.8
Cc1ccc(C)c(N(C(=O)Cn2nnc3ccccc32)C(C(=O)NCc2ccco2)c2ccncc2)c1 (stereo not drawn)
 : 108.3, -3.6
COc1ccc(CCNC(=O)c2ccco2)cc1
 : 103.1, 7.3
Cc1sc(NC(=O)CCN2C(=O)c3ccccc3C2=O)nc1-c1ccccc1
 : ·, 11.6
CN1C(=O)NC(=O)/C(=C/c2cc(Cl)ccc2O)C1=O
 : ·, -5.7
CC(C)CC(=O)NS(=O)(=O)c1ccc(NC(=O)c2ccccc2Cl)cc1
 : ·, -3.7
CCOc1ccc(NCC(=O)N/N=C/c2cccc([N+](=O)[O-])c2)cc1
 : ·, 1.2
CCN(CC)c1ccc(/C=N\NC(=O)c2cc(C(C)(C)C)[nH]n2)cc1
 : ·, -12.6
Cn1c(=O)c2c(SCc3cccnc3)nc(C3CC3)nc2n(C)c1=O
 : 81.0, -10.2
CCOC(=O)C1CCCCN1Cc1ccc(OC)c(OC)c1OC (stereo not drawn)
 : 97.3, 4.4
Cc1ccc(S(=O)(=O)N2CCN(c3ccc([N+](=O)[O-])c(N4CCOCC4)c3)CC2)cc1
 : ·, -5.4
O=C1C(Nc2ccccc2)=CC(c2ccccc2Cl)N1c1ccccc1 (stereo not drawn)
 : ·, -3.5
O=C(Nc1ccc(N2CCOCC2)cc1)c1sc2ccccc2c1Cl
 : ·, -7.1
CCOC(=O)c1ccc(N2C(=O)c3n[nH]c(C)c3C2c2ccc(O)cc2)cc1 (stereo not drawn)
 : 89.5, 4.5
O=C(N/N=C/C(Br)=C\c1ccccc1)c1ccccn1
 : ·, -19.5
O=c1/c(=C\c2ccc(OCc3ccc(Cl)cc3Cl)cc2)sc2nc3ccccc3n12
 : ·, 1.8
CCCCOc1ccc(NC(=O)Nc2cc(F)c(F)cc2Cl)cc1
 : ·, -20.6
CCOC(=O)C1=C(C)NC(=O)NC1C1CC=CCC1 (stereo not drawn)
 : 131.8&88.1, -8.7
Cc1cccc(NCc2nc(-c3ccccc3)no2)c1
 : 94.1, 6.9
Cc1ccc(S(=O)(=O)Nc2ccccc2/C=N/n2cnnc2)cc1
 : ·, -9.3
Cn1cccc1Cc1nnc(SCC(=O)Nc2ccc(Cl)cc2)n1-c1ccc(F)cc1
 : 74.5, 3.3
CC1(C)C(=O)N(Cc2ccccc2)c2ccccc2N1C(=O)c1ccc(Cl)cc1
 : ·, -7.9
O=C1/C(=C\c2cc([N+](=O)[O-])ccc2Cl)SC(=S)N1Cc1ccccc1
 : ·, 3.7
COc1cc(C(=O)NC2CCCCC2)cc(OC)c1OC
 : ·, 8.6
CCOc1ccc2nc(N3CCC(C(=O)N4CCN(C(=O)c5ccco5)CC4)CC3)sc2c1
 : 91.2, 5.7
COC(=O)c1c(C(=O)OC)c(C)n(Cc2ccco2)c1C
 : 116.3, 9.4
Cc1nn(C)c(C)c1S(=O)(=O)N(CC(=O)NCc1cccs1)c1ccc(C(C)C)cc1
 : 90.2, 1.5
Cc1ccc(N2Cc3ccccc3C2=O)cc1
 : 75.3, ·
Cc1nn(CC(=O)N2CCOCC2)c(=O)c2ccccc12
 : 88.2, 4.8
CCOc1ccc(C(=O)N(C)C2CCS(=O)(=O)C2)cc1 (stereo not drawn)
 : ·, 3.2
COc1ccc(Cc2nnc(SCC(=O)NCCc3ccccc3)o2)cc1
 : 89.1, -2.5
Cc1cccc(N2C(=O)c3cccc4c(N5CCOCC5)ccc(c34)C2=O)c1
 : ·, 6.9
O=C1CC(c2ccc3c(c2)OCO3)c2cc3c(cc2N1)OCCO3 (stereo not drawn)
 : 91.4, -10.8
COc1cc(NS(=O)(=O)c2ccc(NC(=O)c3ccc(-c4ccccc4)cc3)cc2)ncn1
 : ·, -8.2
Cc1cc(Br)ccc1NC(=O)c1ccccc1
 : ·, -13.2
CCOC(=O)c1cc2c(=O)n3ccccc3nc2n(CCCOC)c1=NC(C)=O
 : 494.2, -5.6
O=C(Nc1ccc(Cl)cc1)Nc1ccc(Br)cc1
 : ·, -7.3
O=C(N/N=C/c1c(Br)cc(Br)c(O)c1Br)c1ccccc1[N+](=O)[O-]
 : ·, -4.2
COCC(C)NCc1cccc(Oc2ccccc2)c1 (stereo not drawn)
 : ·, 6.9
CC1=NN(c2ccccc2)C(=O)C1C=C1C(=O)c2ccccc2C1=O (stereo not drawn)
 : ·, 8.7
Cc1ccc(NCC(O)COc2ccc(OCC(O)CNc3ccc(C)cc3C)cc2)c(C)c1 (stereo not drawn)
 : ·, 12.9

New compounds follow
Values run as follows: BAP1 inh, HePTP inhibitor
COc1ccc(S(=O)(=O)Nc2cc(C(C)C)c(O)cc2C)cc1
 : 125.8, 7.7
Clc1ccc(-c2ccc(/C=C\c3nc4ccccc4o3)o2)cc1
 : ·, 5.0
CCOc1ccc(C(=O)Nc2cc(C(=O)OC)cc(C(=O)OC)c2)cc1[N+](=O)[O-]
 : ·, 7.7
CCN(CC)C(=O)c1c(NC(=O)c2cccc(C)c2)sc2c1CCCCC2
 : ·, -1.9
CCCSC1=C(C#N)C(c2ccc(OC)cc2)C2=C(CC(C)(C)CC2=O)N1 (stereo not drawn)
 : 90.0, 1.6
N#CCCN(CCC#N)S(=O)(=O)c1ccc2ccccc2c1
 : 68.8, ·
CCOc1ccc(-n2cc(C(=O)Nc3cccc(C)n3)c3cc(OC)c(OC)cc3c2=O)cc1
 : 87.6, 8.1
O=C(NCC1CCCO1)C1c2ccccc2C(=O)N1C1CCCCCC1 (stereo not drawn)
 : 114.4, 11.2
CCCCOc1cccc(NC(=O)c2ccc(Cl)c([N+](=O)[O-])c2)c1
 : 89.3, ·
O=S(=O)(c1ccc(Cl)cc1)N1C(=S)SCC1c1ccccc1 (stereo not drawn)
 : ·, 0.5
COc1ccc(C(=O)Oc2c(C)occc2=O)cc1OC
 : 102.3, 4.4
CCOC(=O)CCNC(C)C1COc2ccccc2O1 (stereo not drawn)
 : 94.0, 3.8
COC(=O)c1sc2ccccc2c1NC(=O)c1ccc(S(=O)(=O)N2CC(C)OC(C)C2)cc1 (stereo not drawn)
 : 93.4, ·
O=C(Nc1cccc2c1C(=O)c1ccccc1C2=O)c1cccc(F)c1
 : 73.5, ·
Cc1nc2sc3c(c2c(=O)n1/N=C/c1cccnc1)CCCC3
 : ·, 4.5
COc1cccc(N2CCN(Cc3nc(N)nc(N4CCCc5ccccc54)n3)CC2)c1
 : 174.5, 10.8
O=C(CCS(=O)(=O)c1cccc2nsnc12)N1CCN(Cc2ccc3c(c2)OCO3)CC1
 : 81.4, -3.9
COc1ccc(N(CC(=O)NCc2ccccc2)S(=O)(=O)c2ccc(C)cc2)cc1
 : ·, -14.7
CN(C)c1ccc(NC(=O)c2cccc(N3C(=O)C4C5C=CC(C5)C4C3=O)c2)cc1 (stereo not drawn)
 : 98.9, -1.1
C=CCN1C(=O)/C(=C\c2ccccc2OCc2ccc(Cl)cc2)SC1=S
 : ·, -5.9

Among those listed so far, these contain an aryl thioether with sulfur outside any ring:
Values run as follows: BAP1 inh, HePTP inhibitor
CCCCS(=O)CC(COCc1ccccc1)OC(=O)CSc1nc(C)cc(C)n1 (stereo not drawn)
 : 92.2, 6.6
CC(=O)CSc1ncnc2nc[nH]c12
 : 99.6, -0.9
Cn1c(=O)c2c(SCc3cccnc3)nc(C3CC3)nc2n(C)c1=O
 : 81.0, -10.2
Cn1cccc1Cc1nnc(SCC(=O)Nc2ccc(Cl)cc2)n1-c1ccc(F)cc1
 : 74.5, 3.3
COc1ccc(Cc2nnc(SCC(=O)NCCc3ccccc3)o2)cc1
 : 89.1, -2.5

Further results.
molecule	BAP1 inh	HePTP inhibitor
CCOC(=O)C1CCCN(c2nnnn2-c2ccccc2)C1 (stereo not drawn)	91.4	-7.2
C=CCOc1ccc(/C(O)=C2/C(=O)C(=O)N(CCCn3ccnc3)C2c2cccs2)cc1 (stereo not drawn)	95.8	0.6
Cc1[nH]c2ccccc2c1/C=N/NC(=O)c1cccc([N+](=O)[O-])c1	·	-11.1
Nc1ccc(S(=O)(=O)N2CCCCCC2)cc1	·	-5.4
Cc1onc(-c2ccccc2)c1C(=O)N1CCN(CCc2ccccc2)CC1	139.5	-0.5
CC(C)C(NC(=O)C1CCCCC1)C(=O)Nc1ccccn1 (stereo not drawn)	106.4	-2.7
CCCN(CCC)S(=O)(=O)c1cccc(C(=O)Nc2ccc3c(c2)OCO3)c1	50.9	2.9
CCN(CCCNC(=O)COc1cc(=O)n(C)c2ccccc12)c1cccc(C)c1	119.4	5.0
CCOC(=O)N1CCN(C(=O)C(C)N2C(=O)c3ccccc3C2=O)CC1 (stereo not drawn)	·	-16.1
COCc1cc(C)n(CC(=O)Nc2ccccc2C(=O)OC)c(=O)c1C#N	·	-0.9
O=S(=O)(NCCO)c1cccc2cccnc12	96.0	-1.5
O=C(COc1ccccc1[N+](=O)[O-])Nc1ccc2oc(-c3cccc4ccccc34)nc2c1	·	-0.3
O=C1NC(=O)N(c2ccc(Br)cc2)C(=O)/C1=C/c1ccc(F)cc1	·	2.5
CCN(CC)c1ccc(CNc2ccc(Br)cn2)cc1	78.2	-10.9
CCOC(=O)c1cccc(C(=O)OCC)n1	106.9	3.3
O=C(O)C1CCCN1S(=O)(=O)c1ccc2ccccc2c1 (stereo not drawn)	99.3	-7.0
Cc1ccc(C(=O)Nc2ccccc2-c2nc3ccccc3[nH]2)cc1	190.1	·
O=C(C(=O)c1ccc(I)cc1)c1ccc(I)cc1	·	9.9
Cc1cccc(OCC(=O)NCCc2ccccc2)c1	·	0.4
O=S(=O)(c1cnc[nH]1)N1CCc2ccccc21	92.7	5.3
CCOCCOC(=O)C1=C(C)N(C)C(=O)NC1c1ccccc1Cl (stereo not drawn)	91.3	3.1&8.9
CC1CCCC(N2C(=O)NC(NC(=O)c3ccco3)(C(F)(F)F)C2=O)C1C (stereo not drawn)	96.4	0.1
CC(=O)c1ccc(NC(=O)c2ccc(OCC(C)C)cc2)cc1	·	8.9
COc1ccc(-c2noc(C3CCCN(S(=O)(=O)c4cccc(Cl)c4)C3)n2)cc1OC (stereo not drawn)	85.4	-11.5
COC(=O)C1=C(C)N(c2cccc(Cl)c2)C(=O)C1	101.7	10.4
COc1ccc(OC)c(NC(=O)NCc2ccc(F)cc2)c1	59.3	6.3
O=C(COC(=O)c1cc(-c2cccs2)nc2ccccc12)NCc1ccco1	112.3	22.0
CCOC(=O)c1c(NS(=O)(=O)c2ccc(OC)c(OC)c2)sc2c1CCCC2	·	3.9
CCCCOc1ccc(C(=O)N2CCCC2C(=O)O)cc1 (stereo not drawn)	126.5	5.9
CCOC(=O)C(CCOc1c(C)cc(Cl)cc1C)C(=O)OCC	·	-1.0
CC(C)c1ccc(C2/C(=C(\O)c3ccc(F)cc3)C(=O)C(=O)N2c2nccs2)cc1 (stereo not drawn)	·	10.4
O=C(COc1ccccc1[N+](=O)[O-])Nc1cccc(NC(=O)c2ccc(Cl)cc2Cl)c1	·	-3.9
Cc1cccc(CN2CCN(S(C)(=O)=O)CC2)c1	·	7.7
O=C(COC(=O)c1ccco1)Nc1ccc(Br)cc1	·	-4.6
O=c1oc(-c2ccccc2)nc2c1cnn2-c1ccccc1	105.8	-6.6&4.6
O=c1c2ccccc2nc(/C=C/c2ccc3c(c2)OCO3)n1-c1ccc2ccccc2c1	·	0.0
N/C(CCN1CCOCC1)=N/O	117.7	8.4
